HKDC1 inh = HKDC1 hexokinase inhibitors, primary screen, biochemical, fluorescence, uHTS. Q2TB90. recombinant HKDC1, G6PDH/diaphorase resazurin coupled fluorescence. inhibition, % at 20 µM. hit rate 0.16% among 340,000. AID 493160, 2011;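 active means inhibition above about 35% when tested at 20 µM, limit read from the data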;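 further: plate controls were DMSO wells with enzyme for no effect and DMSO wells lacking enzyme for full effect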
Target sequence (Q2TB90 whole entry, looked up): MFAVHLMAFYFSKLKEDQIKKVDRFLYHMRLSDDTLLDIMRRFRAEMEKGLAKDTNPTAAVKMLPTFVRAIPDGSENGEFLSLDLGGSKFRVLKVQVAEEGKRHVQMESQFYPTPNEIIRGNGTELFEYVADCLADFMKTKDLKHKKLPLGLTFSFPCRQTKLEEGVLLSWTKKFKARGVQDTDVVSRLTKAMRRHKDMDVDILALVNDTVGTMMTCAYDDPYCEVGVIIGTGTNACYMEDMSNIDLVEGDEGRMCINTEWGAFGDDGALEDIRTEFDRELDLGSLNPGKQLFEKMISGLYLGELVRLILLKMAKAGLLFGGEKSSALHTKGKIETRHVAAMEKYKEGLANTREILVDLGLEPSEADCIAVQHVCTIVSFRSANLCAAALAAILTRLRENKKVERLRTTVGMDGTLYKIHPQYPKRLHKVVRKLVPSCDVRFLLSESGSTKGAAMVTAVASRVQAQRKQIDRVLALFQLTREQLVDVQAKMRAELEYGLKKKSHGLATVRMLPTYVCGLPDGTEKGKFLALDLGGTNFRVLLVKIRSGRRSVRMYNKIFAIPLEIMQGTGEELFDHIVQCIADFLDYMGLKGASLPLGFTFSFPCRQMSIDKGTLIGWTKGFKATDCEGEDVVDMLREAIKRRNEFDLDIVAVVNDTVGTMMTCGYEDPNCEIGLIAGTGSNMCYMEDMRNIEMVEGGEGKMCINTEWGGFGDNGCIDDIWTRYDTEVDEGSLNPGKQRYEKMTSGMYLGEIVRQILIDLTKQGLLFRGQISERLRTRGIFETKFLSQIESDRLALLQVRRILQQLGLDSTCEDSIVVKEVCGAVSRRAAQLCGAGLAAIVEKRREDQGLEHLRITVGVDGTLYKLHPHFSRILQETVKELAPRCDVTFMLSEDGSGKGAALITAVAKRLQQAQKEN
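Test system: Recombinant HKDC1 (HK5) hexokinase enzyme, produced in-house | Input: HKDC1 at 5 µg/mL | Buffer or medium: Tris pH 8.0 buffer with MgCl2, Tween-20, BSA, BME | Schedule: 90 min reaction incubation at room temperature, dark | Technique: Resazurin-to-resorufin fluorescence via G6PDH and diaphorase coupling, 525/613 nm | Controls: DMSO wells with and without enzyme mix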
SENP8 block-1 = human SENP8 protease inhibitors, primary screen, biochemical, fluorescence, Nedd8 protein substrate, uHTS. Sentrin-specific protease 8 (Homo sapiens), Q96LD8. hit rate 0.64% among 360,000. AID 602440, 2012. inhibition, % at 20 µM. recombinant SENP8; in the data active means inhibition mostly above about 40%, no sharp cut-off; inactive means mostly below about 27%
SENP6 block = SENP6 protease inhibitors, primary screen, biochemical, luminescence, uHTS. Sentrin-specific protease 6 (Homo sapiens), Q9GZR1. Recombinant SENP6 catalytic domain, aminoluciferin luminescence. inhibition, % at 10 µM. hit rate 1.8% among 330,000. AID 2599, 2010;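 active means inhibition above about 50% at the single tested dose, limit read from the data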;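 further: plate controls were DMSO wells with enzyme for no effect and DMSO wells lacking enzyme for full effect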
SENP8 block-2 = SENP8 protease inhibitors, primary screen, biochemical, luminescence. hit rate 1.2% among 330,000. purified SENP8, Z-RLRGG-aminoluciferin cleavage. inhibition, % at 10 µM. AID 2540, 2010. Sentrin-specific protease 8 (Homo sapiens), Q96LD8; in the data active means inhibition above about 50%
Apaf1 inhib = inhibitors of human Apaf-1 apoptosome, primary screen, biochemical, DEVD-Rh110 fluorescence, uHTS; reconstituted apoptosome caspase-3 activity; hit rate 0.71% among 330,000; inhibition, % at 20 µM; AID 489030, 2010; active means inhibition of at least 40% at 20 µM;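 further: plate controls were DMSO wells for no effect and DEVD-CHO caspase inhibitor wells for full effect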
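System: reconstituted apoptosome with Apaf-1, cytochrome c, caspase-9, procaspase-3, dATP; Signal: Rh110 fluorescence intensity; Schedule: 30 min compound preincubation, 50 min activation, room temperature; Reagent: cytochrome c trigger plus (Z-DEVD)2-Rh110 caspase-3 substrate.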
PfG6PD inh = PfG6PD enzyme inhibitors, primary screen, biochemical, fluorescence intensity, uHTS; glucose-6-phosphate dehydrogenase-6-phosphogluconolactonase (Plasmodium falciparum 3D7); PfGluPho enzyme, NADPH resazurin-diaphorase fluorescence; inhibition, % at 20 µM; hit rate 0.78% among 350,000; AID 504690, 2011;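 active means inhibition reaching at least a set limit at 20 µM in the primary screen, cut at about 59% in these data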;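 further: 0% = DMSO wells with substrate and 100% = DMSO wells lacking glucose-6-phosphate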
SENP1 inh = human SENP1 catalytic domain inhibitors, primary screen, biochemical, FRET, uHTS; recombinant SENP1 catalytic domain, CyPet-SUMO1-YPet FRET cleavage; inhibition, % at 10 µM; hit rate 0.21% among 360,000;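 active means inhibition at least 30% at 10 µM, raw YFP signal under a set limit, fluorescence ratio 0.5 to 1.5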;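 further: 0% = enzyme with DMSO and 100% = no enzyme wells; some results filed as inactive read as strong as hits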
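Test system: hSENP1 catalytic domain, recombinant; Amount: 20 pM final SENP1 enzyme; Medium: Tris pH 8 buffer plus EDTA, NaCl, BME, BSA, NP40, catalase; Schedule: 50 min enzyme reaction, room temperature, light-protected; Technique: FRET fluorescence in CFP and YFP emission channels; Controls: no-enzyme wells low, DMSO-plus-enzyme wells high control.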
SENP7 inh = SENP7 protease inhibitors, primary screen, biochemical, luminescence, uHTS | Sentrin-specific protease 7 (Homo sapiens), Q9BQF6 | recombinant SENP7, Z-RLRGG-aminoluciferin luminescence, 40 min | inhibition, % at 5 µM | hit rate 1.5% among 330,000;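 active means inhibition above about 50% at the single test dose, limit read from the data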;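 further: plate controls were DMSO with enzyme for no effect and no enzyme buffer wells for full effect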
NLRP3 yeast inh = NALP3 inflammasome inhibitors in reconstituted yeast, primary screen, luminescence, uHTS. Yeast reconstituted NLRP3/ASC/caspase-1, beta-gal luminescence, 24 h. inhibition, % at 10 µM. hit rate 0.39% among 330,000;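 active means inhibition of 50% or more; inactive means inhibition below 50%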;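 further: plate controls were induced DMSO wells for no effect and uninduced yeast grown without galactose for full effect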
Starred values were filed as active, the others as inactive; . = no result given.

Values run as follows: HKDC1 inh	SENP8 block-1	SENP6 block	SENP8 block-2	Apaf1 inhib	PfG6PD inh	SENP1 inh	SENP7 inh	NLRP3 yeast inh
- Cc1ccc(CSc2ccc(C(=O)N3CCOCC3)cc2[N+](=O)[O-])cc1
    -3	9	-19	-3	-8	5	1	-2	11
- O=C(NCc1ccccn1)c1cnc2sccn2c1=O
    -6	-408	4	4	-4	16	1	2	2
- CCOc1ccc(NC(=O)CSc2ccc3nnc(-c4cccnc4)n3n2)cc1
    -4	-1	2	3	4	-5	0	-4	9
- Clc1ccc(OCCSCc2nc3ccccc3[nH]2)cc1
    -3	-19	0	0	3	3	35	9	13
- COc1ccc(C(=O)N(C)C2CCCCC2)cc1OC1CCN(C(C)C)CC1
    5	4	-18	-1	11	-8	-3	0	9
- OC(COc1ccc(Br)cc1)Cn1ccnc1 (stereo unspecified)
    -1	8	18	3	4	2	3	3	8
- Cc1cc(Cl)c2oc(C(=O)N(C)C(C)c3ccccn3)c(C)c2c1 (stereo unspecified)
    2	-2	5	-2	15	4	1	-7	25
- Cc1cc(OCC(=O)NCCCN(C)C)cc(C)c1Br
    -12	14	-6	-3	-7	-14	1	2	14
- Cc1cc2nc(/C(C#N)=C\c3ccc(-c4ccccc4C(=O)O)o3)[nH]c2cc1C
    12	-59	1	-5	7	60*	-25	-15	-1
- CC1CCCN(C(=O)CN2C(=O)c3ccccc3S2(=O)=O)C1 (stereo unspecified)
    -4	7	-27	-8	-2	-3	-2	-1	7
- Cc1cccc2c3nc4ccccc4nc3n(C)c12
    2	-220	19	6	7	21	-19	22	0
- O=C(Nc1ccc(-c2csc(Nc3ccc(Cl)cc3)n2)cc1)c1cccc(C(F)(F)F)c1
    -1	.	-9	-8	-4	-8	.	11	25
- CCSc1nc2cc(S(=O)(=O)N3CCOCC3)ccc2o1
    -16	10	2	-6	2	71*	-2	-8	19
- CCOC(=O)C1=C(c2ccccc2)N=c2s/c(=C\c3cc(OC)c(OC)c(OC)c3)c(=O)n2C1c1cccs1 (stereo unspecified)
    0	-25	9	6	4	2	-24	3	0
- Cc1cc2ccccn2c1C(=O)c1ccc(Cl)cc1
    -13	15	9	0	-3	10	5	4	15
- Cc1c(C(=O)NC(C)c2ccc(-n3ccnc3)cc2)cccc1[N+](=O)[O-] (stereo unspecified)
    4	9	1	4	18	2	0	2	2
- O=C1CN(S(=O)(=O)c2cccc(Cl)c2Cl)c2ccccc2N1
    9	-13	-1	1	6	22	-15	-4	8
- Cc1ccc(SC(CC(=O)c2ccc(C(C)(C)C)cc2)C(=O)O)cc1 (stereo unspecified)
    -2	21	-12	4	12	-23	1	7	9
- CCOC(=O)c1cccc(Nc2nc(C)cc(C)n2)c1
    -1	-172	-19	-22	15	8	3	13	29
- O=C1CC(c2ccc3ccccc3c2)NN1 (stereo unspecified)
    0	17	-6	-1	1	9	2	-2	6
- CCOc1cc(C(=O)N2CCC(CC3CC(c4ccccc4)=NO3)(C(=O)NCc3ccc(OC)cc3)CC2)cc(OCC)c1OCC (stereo unspecified)
    5	3	0	3	20	-1	4	-2	2
- COc1cccc(-c2sc3ccc(OC)cc3c2-c2ccc(OCCN3CCCCC3)cc2)c1
    6	-57	.	.	62*	12	0	7	.
- COc1ccc(-n2c(=O)c3c4c(sc3n3c(=S)[nH]nc23)CCCC4)cc1
    7	12	8	-3	-11	40	4	-1	15
- Cc1ccc(S(=O)(=O)Nc2ccccc2F)cc1C(=O)NNC(=O)c1ccccc1O
    -11	-11	-16	-10	11	-21	1	16	10
- Cc1cccc(CC(=O)NCCN2CCCCC2)c1
    -3	6	17	2	-8	0	1	3	17
- CCCC(=O)Nc1sc(C)c(-c2ccc(C(C)CC)cc2)c1C#N (stereo unspecified)
    12	3	-5	-5	-2	6	2	-12	-6
- COc1ccc(CN2CCC(CO)(Cc3ccccc3C(F)(F)F)CC2)c(F)c1
    -2	9	-24	-6	-8	15	-3	-3	23
- O=C(Nc1ccc2c(c1)OCO2)c1ccc([N+](=O)[O-])cc1[N+](=O)[O-]
    12	31	5	5	10	13	-1	13	13
- COc1ccc(C)cc1NC(=O)CCN1CCN(C/C=C/c2ccccc2)CC1
    3	14	-6	-8	7	-2	3	-9	29
- Cn1c(SCc2ccccn2)nnc1-c1ccncc1
    -16	17	4	2	-19	2	1	-2	-3
- O=C(CN1C(=O)COc2ccccc21)N(Cc1cccnc1)Cc1cccc(F)c1
    -9	11	2	3	-13	-12	-1	7	12
- CCOC(=O)C1(C)C=C(Nc2ccccc2)C(=O)N1c1ccccc1 (stereo unspecified)
    -1	0	-10	-2	14	21	4	13	19
- CCCC1N2CC3([N+](=O)[O-])CN1CC([N+](=O)[O-])(C2)C3(C)C (stereo unspecified)
    -6	2	1	-5	-3	2	-1	3	11
- O=C(NCCS(=O)(=O)NCc1ccccc1)c1ccc2c(c1)OCO2
    -5	20	-1	3	-7	11	2	-12	17
- CSc1ccc(CN(C)C(C)C(=O)NCc2ccccc2)cc1 (stereo unspecified)
    -1	13	6	1	8	-10	1	4	11
- CN(C)S(=O)(=O)c1ccc(C(=O)NCC(=O)Nc2ccc(F)c(F)c2)cc1
    1	14	-3	-4	1	0	1	8	2
- CCOCC(=O)Nc1c(C(=O)Nc2ccc3c(c2)OCCO3)oc2ccccc12
    6	-27	-8	3	-20	24	0	5	16
- COc1ccc(-c2nnc(SCc3ccccc3F)o2)cc1
    -9	15	69*	53*	4	15	4	67*	31
- Cn1nc(-c2ccc(C(=O)Nc3ccc(F)cc3)cc2)c2ccccc2c1=O
    -1	-3	-5	0	11	9	-1	-11	10
- CCOC(=O)C1(Cc2cccc(OC)c2)CCCN(CCO)C1 (stereo unspecified)
    -4	17	-2	-4	0	0	-19	-3	6
- CC(NC(=O)CN(c1ccc(F)cc1)S(C)(=O)=O)c1ccccc1 (stereo unspecified)
    0	11	-8	-2	-11	-23	1	1	-4
- Cc1cc(OCCCCCNCCO)ccc1Cl
    15	8	-9	-13	-13	-2	0	-2	15
- COc1ccccc1NC(=O)CCN1C(=O)/C(=C/c2cc(OC)c(OC)c(OC)c2)SC1=S
    -3	14	-25	13	9	1	11	-2	24
- C=CCNC(=S)NNC(=O)c1csc(C)c1CC
    8	4	-7	6	8	-7	-3	6	16
- Cc1ccc(NC(=O)CSc2nnc(C)c(=O)[nH]2)cc1C
    -12	8	8	-3	-14	-4	2	-1	-12

At a glance, some entries already given:
Values run as follows: HKDC1 inh	SENP8 block-1	SENP6 block	SENP8 block-2	Apaf1 inhib	PfG6PD inh	SENP1 inh	SENP7 inh	NLRP3 yeast inh
- Cc1cc(OCCCCCNCCO)ccc1Cl
    15	8	-9	-13	-13	-2	0	-2	15
- COc1ccccc1NC(=O)CCN1C(=O)/C(=C/c2cc(OC)c(OC)c(OC)c2)SC1=S
    -3	14	-25	13	9	1	11	-2	24
- C=CCNC(=S)NNC(=O)c1csc(C)c1CC
    8	4	-7	6	8	-7	-3	6	16

Going on with the list.
Values run as follows: HKDC1 inh	SENP8 block-1	SENP6 block	SENP8 block-2	Apaf1 inhib	PfG6PD inh	SENP1 inh	SENP7 inh	NLRP3 yeast inh
- CCN1C[C@@H]2[C@@H]3C(=O)N(C)C(=O)[C@@H]3[C@](Cc3ccccc3)(C1=O)N2C(=O)c1ccc(Br)cc1
    1	-13	.	.	.	-6	-6	.	.
- O=C(NN=C1CCCCCC1)NC1CCCCC1
    -10	8	-5	-12	-6	-11	0	-6	2
- Cc1cc(S(=O)(=O)Nc2ccc(C(=O)NCc3ccncc3)cc2)ccc1F
    -4	-2	-1	-1	-2	-18	2	-7	7
- CC(C)(C)C(=O)O/N=C(\N)c1ccc([N+](=O)[O-])s1
    -6	21	-19	-9	3	-9	0	-4	15
- O=C(O)CCCC(=O)Nc1ccc(Oc2cccc(C(F)(F)F)c2)nc1
    0	11	-13	-5	-4	-2	0	-4	18
- CCN(CC)S(=O)(=O)c1ccc2c(c1)nc(CCC(=O)O)n2CC
    -11	9	-1	-3	7	-9	2	-4	2
- CCOC(=O)c1ccc(NC(=O)NC2CC3CCC(C2)N3C(=S)NC)cc1 (stereo unspecified)
    -3	10	-4	3	2	-15	0	7	8
- CCCOc1ccc(Cc2nn[nH]n2)cc1
    -1	9	-9	3	-1	-17	0	0	9
- Cc1cccc(N(CC(O)CN2CCCC2)S(=O)(=O)c2ccccc2)c1 (stereo unspecified)
    -3	7	-15	2	2	6	-2	0	-6
- COc1ccc(N(CC(=O)NC(C)(C)C)C(=O)c2ccco2)cc1
    3	13	4	4	14	-9	-1	-3	15
- COc1ccc(S(=O)(=O)N2CCCC2CNC(=O)C(=O)NC2CCCCCC2)cc1 (stereo unspecified)
    -4	13	3	1	13	12	2	8	8
